Source: PubChem BioAssay
Hsp70 activator: transcriptional activators of Hsp70. AID 1203. HeLa Hsp70 promoter luciferase reporter, luminescence; scaled: vehicle 0, proteasome-inhibitor control 100%. 200,000 tested, 0.04% active. activation, % at 10 µM;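 active = activation above the mean across all tested compounds plus 3 SD, cutoff set per campaign, cut at about 5.5% in these data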;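 also: 100% = MG132 at 30 µM as the positive control and 0% = DMSO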
TLR4-MyD88 BLA: inhibitors of human TLR4-MyD88 binding. HeLa CL3-4 TLR4/MyD88 BLA complementation, FRET ratio. O00206+Q99836. inhibition, % at 8.4 µM. AID 861. 200,000 tested, 0.18% active; in the data active = inhibition above about 25%;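 also: 0% = vehicle and 100% = reference inhibitor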
Diaphorase act: counter-screen for diaphorase-based assays: diaphorase activators and chemical reducers | activation factor at 20 µM | 190,000 tested, 0.005% active | AID 1229 | Diaphorase/resazurin coupled assay, resorufin fluorescence, 16 min; stronger effect = higher value; 1 = vehicle wells, 0 = NADH-free wells;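 active = diaphorase activity raised at least twofold by the compound at 20 µM; inactive = activation factor below 2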
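System – purified diaphorase enzyme from Clostridium kluyveri · Input – enzyme 0.07 U/mL final · Also added – final NADH 0.114 mM, resazurin 0.1 mM · Measured by – fluorescence of resorufin, 544 nm excitation, 590 nm emission · Timing – 16 min enzyme reaction, ambient temperature · Measure – resorufin increase flagging diaphorase activators or reducers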
Redox H2O2 prof: compounds producing H2O2 with reducing agent – biochemical, NIH compound library profiling, artefact control for MLSCN library redox annotation, primary screen. DTT-dependent redox cycling H2O2, phenol red/HRP absorbance; 100% = 100 µM peroxide control, 0% = buffer. activation, % at 10 µM. 200,000 tested, 0.03% active. AID 878;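 active = activation of at least 50% relative to the plate's high and low controls in the primary single-dose screen; inactive = activation below 50%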;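 also: compound incubated with DTT at 0.8 mM final as the reducing agent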
RAM inhibit: inhibitors of the yeast RAM network | inhibition, % at 50 µM | 190,000 tested, 1.8% active | S. cerevisiae dse1pr::URA3 reporter, 5-FOA growth OD615, 2 d; analog-sensitive cbk1-as2 kinase mutant strain | AID 868;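 active = inhibition above a set limit, 3 SD over mean compound inhibition, cut at about 8.4% in these data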;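 also: 0% = DMSO-only wells with no growth and 100% = 10 µM 1-NA-PP1 full growth; inhibition rescues growth on 5-FOA so higher OD means more RAM inhibition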
S1P3 antag: S1P3 (human) receptor antagonism; 170,000 tested, 0.27% active; CHO S1P3 NFAT-BLA reporter, FRET fluorescence, antagonist mode; inhibition, % at 4.98 µM; Q99500;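 active = inhibition above the plate cutoff, the mean inhibition of test wells on that plate plus 3 SD, cut at about 28% in these data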;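 also: cells challenged with S1P at its EC80 of 0.8 µM; blue over green emission ratio from cleaved BLA substrate after 4 h stimulation; 0% = S1P-stimulated wells and 100% = unstimulated DMSO-only wells; some compounds past the cut are filed as inactive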
Target sequence (Q99500 whole entry, looked up): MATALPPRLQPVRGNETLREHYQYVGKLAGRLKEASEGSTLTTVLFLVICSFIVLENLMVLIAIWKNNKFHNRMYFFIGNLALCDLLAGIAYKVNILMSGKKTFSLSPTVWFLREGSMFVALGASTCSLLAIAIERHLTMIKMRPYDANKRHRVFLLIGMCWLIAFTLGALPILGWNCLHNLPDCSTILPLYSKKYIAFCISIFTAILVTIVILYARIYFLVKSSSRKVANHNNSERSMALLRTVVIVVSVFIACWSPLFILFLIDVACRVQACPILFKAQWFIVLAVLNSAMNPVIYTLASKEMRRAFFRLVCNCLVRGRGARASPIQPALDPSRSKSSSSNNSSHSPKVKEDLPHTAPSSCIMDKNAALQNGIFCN
PMI act satM6P: activators of human phosphomannose isomerase at near-saturating mannose 6-phosphate. AID 1216. coupled PMI enzyme assay, resazurin fluorescence, 20 min; stronger effect = higher value; 1 = untreated enzyme, 0 = substrate-free blank. P34949. 190,000 tested, 0.34% active. activation factor at 20 µM;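 active = activation factor of 2 or more at 20 µM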
Target sequence (P34949 whole entry, looked up): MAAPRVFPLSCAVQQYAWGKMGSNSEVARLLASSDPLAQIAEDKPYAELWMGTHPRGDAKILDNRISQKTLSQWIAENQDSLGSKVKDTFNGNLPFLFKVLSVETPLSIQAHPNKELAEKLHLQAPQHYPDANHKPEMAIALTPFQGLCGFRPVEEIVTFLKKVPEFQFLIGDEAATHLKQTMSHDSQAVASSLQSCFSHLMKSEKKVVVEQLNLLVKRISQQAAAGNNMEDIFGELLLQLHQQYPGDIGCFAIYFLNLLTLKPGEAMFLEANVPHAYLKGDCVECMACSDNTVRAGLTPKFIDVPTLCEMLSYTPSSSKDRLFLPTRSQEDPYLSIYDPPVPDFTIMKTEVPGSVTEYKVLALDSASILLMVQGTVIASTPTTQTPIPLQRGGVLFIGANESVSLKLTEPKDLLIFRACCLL
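Test system – human PMI in coupled enzyme assay · Timing – 20 min incubation at room temperature · Detection – Diaphorase-driven resazurin-to-resorufin fluorescence, excitation 544, emission 590 nm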
Lmaj promast: reduces viability of Leishmania major promastigotes; AID 1063; resazurin fluorescence viability; inhibition, % at 10 µM; 200,000 tested, 9% active;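 also: promastigotes grown with compound for 44 hours at 28 °C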
G6PDH CS: counter-screen for G6PDH assay hits: L. mesenteroides G6PDH inhibition | 200,000 tested, 0.12% active | Purified L. mesenteroides G6PDH, diaphorase/resazurin coupled fluorescence, 45 min | inhibition, % at 5 µM
PMI activator: increases human mannose-6-phosphate isomerase activity; 190,000 tested, 0.005% active; AID 1214; purified human PMI, coupled resazurin fluorescence, 20 min; stronger effect = higher value; 1 = vehicle control, 0 substrate-free wells; activation factor at 20 µM;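 active = activation factor of 2 or more at 20 µM, relative to plate controls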
Diaphorase inh: diaphorase inhibition or chemical oxidation counter-screen; diaphorase resazurin-to-resorufin fluorescence, NADH, 16 min; bacterial (C. kluyveri) enzyme, not human; inhibition, % at 20 µM; 190,000 tested, 0.69% active;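 active = primary screen inhibition at 20 µM above a set limit, cut at about 50% in these data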;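 also: plate controls were DMSO with full reaction for no effect and wells lacking NADH for full effect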
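Assay system: diaphorase enzyme from Clostridium kluyveri; Input: enzyme working solution with 0.14 U/mL diaphorase; Timing: 16 min at room temperature; Technique: resorufin fluorescence, excitation 544 nm, emission 590 nm; Benchmarks: positive control minus NADH, DMSO neutral control.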
An asterisk follows results filed as active; / = no result given. Rule as the data show it, unless noted: active = inhibition above about 50%; inactive = the rest.

Under each structure – Diaphorase inh	PMI act satM6P	TLR4-MyD88 BLA	Lmaj promast	Diaphorase act	Hsp70 activator	G6PDH CS	Redox H2O2 prof	RAM inhibit	S1P3 antag	PMI activator
1	Cc1cc2c(cc1C)C(c1cc(Br)ccc1F)CC(=O)N2 (stereo unspecified)
    8.1	1	12.1	5.4	0.9	-0.1	1.3	-0.1	2.7	-3.0	1
2	O=C(NC(c1ccccc1)c1ccccc1)c1ccc(S(=O)(=O)C(F)F)cc1
    19.9	0.9	-2.1	8.6	0.8	0.0	-2.2	-3.6	2.5	/	0.9
3	FC(F)(F)c1cnc(Sc2nc3nccc(-c4ccc(Cl)cc4)n3n2)c(Cl)c1
    -2.9	1	-9.4	5.2	1	-0.1	1.2	2.0	3.5	/	1
4	O=C(CCn1cnc2ccccc2c1=O)Nc1nc2c(s1)CCCC2
    6.6	1	8.1	-4.4	0.9	-0.1	2.7	2.8	3.0	-72.0	1
5	CN1CCN(C(=O)CC2(CC(=O)O)CCCC2)CC1
    -2.3	1	0.8	-8.7	1	-0.2	3.4	-0.1	0.5	-8.2	1
6	CCOC(=O)c1cc(NC(=O)Nc2ccccc2OC)c(C)nc1C
    7.7	0.9	14.7	5.0	0.9	-0.3	1.2	0.0	4.6	/	0.9
7	CC1=CN2C(=N)/C(=C/c3ccc([N+](=O)[O-])o3)C(=O)N=C2S1
    49.6	0.6	5.9	8.7	0.5	-0.3	-28.1	0.5	4.1	-12.2	0.6
8	O=C(NCCc1ccccc1)C(=O)NN=C1CCCC1
    4.7	1.1	-2.5	-5.8	1	-0.3	8.3	-1.4	0.0	/	1.1
9	O=C(NCCO)c1cc2ccccc2c(=O)s1
    -2.8	1	3.4	-2.1	1	0.0	1.5	-4.1	2.3	10.1	1
10	CCOc1ccc(C(=O)NCCN(C)C)cc1
    5.3	0.9	-7.5	1.4	0.9	-0.3	4.0	0.2	1.9	-17.0	0.9
11	CC(C)OC(=O)CN1C(=O)c2ccccc2C1=O
    7.3	1	-20.9	14.7	0.9	-0.1	-1.9	-1.6	1.9	5.9	0.9
12	CCOC(=O)N1CCN(CC(O)COc2cc(C)ccc2C(C)C)CC1 (stereo unspecified)
    16.2	0.9	-9.9	3.7	0.8	-0.2	17.6	0.2	3.2	-7.7	1.1
13	O=C(CSc1nc2ccccc2c(=O)n1-c1ccccc1)N1CCC1
    25.0	1	-7.4	0.7	0.8	-0.4	8.0	-1.3	0.7	-19.8	1.1
14	Cn1c(=O)[nH]c(=O)c2c1nc(SCCN1CCOCC1)n2CCCc1ccccc1
    13.3	1	-9.1	1.6	0.9	-0.2	2.8	0.3	0.2	8.8	1
15	CCc1ccc(C(=O)NC(C(=O)O)C(C)C)cc1 (stereo unspecified)
    6.1	1	-6.2	-1.4	0.9	-0.4	1.4	0.2	0.6	/	1
16	COc1ccc(C2CC(c3ccccc3)=NN2C(=O)CSc2nccc(=O)[nH]2)cc1 (stereo unspecified)
    10.1	0.9	-12.3	-0.2	0.9	0.2	-2.8	-0.2	2.2	5.3	0.8
17	CCOC(=O)CSc1nc2ccccc2c(=O)n1C
    8.6	1	0.5	-5.3	0.9	0.1	5.3	2.2	0.6	/	1
18	CCc1ccc(NC(=O)CSCCO)cc1
    6.4	1	3.2	-5.6	0.9	-0.4	-0.6	-0.2	1.2	11.8	0.9
19	CCc1nnc(NC(=O)CN2C(=O)/C(=C/c3cc(OC)c(OC)c(OC)c3)SC2=S)s1
    21.7	0.9	-6.2	-6.6	0.8	-0.1	1.0	0.2	5.2	-6.0	0.9
20	O=C(CN1CCN(C(=O)c2ccccc2)CC1)Nc1ncc(Br)cc1Br
    10.2	1	-0.5	0.2	0.9	-0.4	5.9	2.9	3.8	-16.3	0.9

An excerpt from above with just PMI act satM6P.
No.	Molecule	PMI act satM6P
1	Cc1cc2c(cc1C)C(c1cc(Br)ccc1F)CC(=O)N2 (stereo unspecified)	1
2	O=C(NC(c1ccccc1)c1ccccc1)c1ccc(S(=O)(=O)C(F)F)cc1	0.9

Continued:
Under each structure – Diaphorase inh	PMI act satM6P	TLR4-MyD88 BLA	Lmaj promast	Diaphorase act	Hsp70 activator	G6PDH CS	Redox H2O2 prof	RAM inhibit	S1P3 antag	PMI activator
21	Cc1ccc(/C=N/NS(=O)(=O)c2ccc([N+](=O)[O-])cc2)o1
    11.4	1.2	-4.6	-6.4	0.9	-0.1	4.6	-0.2	0.8	-2.1	1.3
22	CCOc1cc(N2CCOCC2)c(OCC)cc1NC(=O)c1ccc(S(C)(=O)=O)cc1
    17.8	0.5	1.1	-3.9	0.8	-0.4	9.9	-0.2	0.1	-18.4	0.8
23	CN(C)c1ccc(C(C(=O)NC(C)(C)C)N(C(=O)c2csnn2)C2CC2)cc1 (stereo unspecified)
    3.6	1	3.8	53.2*	1	0.1	14.3	0.0	0.0	-37.0	1
24	C/C(=N\NC(=O)CNc1ccccc1Cl)C(C)(C)C
    0.3	1	-11.7	-4.8	1	-0.3	0.0	0.3	2.4	/	0.9
25	CC(=O)C1C(c2ccc(C)cc2)c2c(n[nH]c2C)CC1(C)O (stereo unspecified)
    13.8	1	-2.4	-3.8	0.9	0.1	-1.4	0.1	1.3	/	1
26	N#Cc1c(N)c(C(=O)c2ccccc2)n2c1CCCC2
    6.1	0.9	-1.6	5.4	0.9	-0.2	-12.4	1.9	-0.1	-6.3	0.9
27	O=C(Nc1ccc(OC(F)(F)F)cc1)C1CC(c2ccc(F)cc2)=NO1 (stereo unspecified)
    7.6	1.1	1.6	-0.5	0.9	-0.1	-1.4	-0.9	4.4	-19.3	1.1
28	COc1cc(C)c(S(=O)(=O)Nc2ccccc2F)cc1C
    -3.5	1	13.8	9.9	1	-0.2	11.7	2.8	-0.6	-7.7	0.8
29	Cc1ccc(CC(=O)N2CC(C)OC(C)C2)cc1 (stereo unspecified)
    2.2	1	-1.6	-4.3	1	-0.5	9.7	0.8	2.8	/	1
30	CSc1nc(-c2ccco2)nn1C(=O)c1ccc(C)cc1
    20.4	1	-1.1	-9.9	0.8	-0.1	5.4	-2.5	0.6	5.4	0.9
31	N/C(Cc1ccc([N+](=O)[O-])cc1)=N\OC(=O)c1ccco1
    -2.8	1	-8.9	13.2	1	0.0	8.3	-0.7	1.8	2.9	1.1
32	CCOC(=O)C1(Cc2ccc(Cl)cc2)CCN(C(=O)C2=NNC(=O)CC2)CC1
    3.9	1	3.6	0.4	1	-0.3	-0.6	-0.2	0.7	6.7	0.9
33	O=C(CSc1cccc[n+]1[O-])NCCCc1ccccc1
    6.4	1	5.3	1.2	0.9	1.0	0.4	-0.8	-0.2	-9.2	1
34	COc1cccc(CNC(=O)CCC2CCCN(C(=O)c3cc(C)[nH]n3)C2)c1 (stereo unspecified)
    11.9	1	-2.1	-7.1	0.9	-0.2	14.7	-0.8	-0.2	-7.5	1
35	Cc1cc(C)nc(Nc2n[nH]c(-c3ccccc3C)n2)n1
    8.1	1	17.1	19.9	0.9	-0.2	8.2	0.1	2.7	-7.2	1
36	O=C1C2C3CCC(C3)C2C(=O)N1c1ccc(OS(=O)(=O)c2ccccc2)cc1 (stereo unspecified)
    3.7	1	-2.1	-5.4	1	-0.2	4.2	0.5	4.4	10.6	1
37	O=C(CCSCCc1ccccn1)Nc1ccc(Cc2ccncc2)cc1
    -6.0	1.1	-3.5	-3.6	1.1	0.0	8.0	-0.4	-0.6	4.8	1.1
38	O=S(=O)(NC1CCCC1)c1ccc(S(=O)(=O)N2CCCN(Cc3ccccc3)C2)cc1
    38.4	0.9	2.1	83.7*	0.6	-0.2	-2.8	2.0	0.0	-27.3	0.9
39	COc1ccc(S(=O)(=O)NCCc2cn3cccc(C)c3n2)cc1OC
    14.7	0.9	-6.5	-3.2	0.9	-0.3	2.9	0.1	1.0	/	0.8
40	CCCOc1ccc(-c2nc(C#N)c(N3CCN(C)CC3)o2)cc1
    14.3	1	-10.0	-0.1	0.9	-0.6	1.9	0.8	-0.3	-28.1	1
41	Cc1ccc(S(=O)(=O)NCCCCCC(=O)Nc2ccccn2)cc1
    16.6	0.9	-7.5	15.4	0.8	-0.3	3.6	-0.2	0.3	/	0.9
42	CCc1c(C)nc(N2CCN(Cc3ccccc3)CC2)[nH]c1=O
    1.1	1	-3.0	5.4	1	-0.2	-3.2	1.6	1.3	-9.2	1
43	CCC(C)NC(=O)C1(C)CCC(=O)N1CCc1ccc(OC)c(OC)c1 (stereo unspecified)
    10.1	0.9	-16.7	-3.4	0.9	-0.1	1.5	2.3	0.7	10.7	0.9
44	Cc1cccc(C)c1OC(=O)CSc1nnc(-c2ccccc2O)o1
    -8.4	1.1	4.3	0.0	1.1	0.0	9.2	0.0	5.0	/	1
45	COc1ccc(CNC(=O)C(c2ccco2)N(C(=O)c2csnn2)c2cccc(C)c2C)cc1 (stereo unspecified)
    16.2	0.9	11.1	10.8	0.8	-0.5	4.1	-0.2	-0.5	/	0.9
46	O=C1CN(C(=O)CSc2nncn2-c2ccccc2)c2ccccc2N1
    8.5	1	-0.1	-6.1	0.9	-0.4	-0.7	0.8	2.7	-0.1	1
47	COC(=O)CSc1nnc(CNC(=O)c2cccs2)n1-c1cccc(C)c1
    8.4	1	-6.1	-4.9	0.9	-0.4	-6.3	1.9	-0.8	0.0	1
48	Cc1ccc(S(=O)(=O)N(C)CC(=O)OCC(=O)NC(c2ccccc2)c2ccccc2)cc1
    8.2	1	-2.3	-6.4	0.9	-0.1	4.8	3.1	7.9	-20.6	1
49	COC(=O)c1sc2cc(=O)n(-c3cccc(C(F)(F)F)c3)nc2c1O
    1.5	1	-4.2	-4.6	1	0.2	4.5	-0.5	0.8	0.9	1.1
50	O=C(Nc1ccccc1C(=O)Nc1ccc2c(c1)OCO2)c1ccco1
    16.0	0.9	-11.2	7.1	0.8	-0.3	2.8	0.5	1.4	/	0.8
51	CCO/C(C)=C1\N=C(c2ccc(Cl)cc2)OC1=O
    4.9	1.2	1.2	0.3	1	-0.2	5.1	-3.6	1.1	/	1.1
52	COc1ccc(CN(C)C2CCCCC2)cc1
    -18.6	1.2	-1.3	87.1*	1.2	0.0	6.1	1.3	-0.3	-3.4	1.2

Rows are unselected; about 12% have a hit in one of these screens.
